JMJD2A Tudor inh: JMJD2A Tudor domain (human) inhibition; O75164; AlphaScreen JMJD2A-Tudor / H3K4me3 peptide binding; Potency, µM (highest dose often 114 µM), without a hit: at the top dose activity change, negative = inhibition, usual class: inhibitors; 4.4% of 390,000 active; AID 504339; note: % is set by controls: 0 for no effect and ±100 for the full control effect; nearly all actives have a fitted effect of over 50% in size
Pin1 inh: blocks the human prolyl isomerase Pin1. Q13526. Pin1 FP peptide displacement, HiFluor488, 10 min. Potency, µM (titrated, usually from 115 µM), inactives show at the top dose activity, negative = inhibition, hits mostly inhibitors. 0.009% of 390,000 active. AID 504891; active = well fitted inhibition curve with a large enough effect in the polarisation, with a control signal flat, not every such curve was filed as active; inconclusive = small, poorly fitted or top-dose-only effect, or effect the other way, or a change in a side signal; inactive = no such curve, though single readings can be large or run the other way; the % refers to the polarisation; note: % is set by controls: 0 for no effect and ±100 for the full control effect
ERG Ets-DNA blk: inhibitors of human ERG Ets domain-DNA interaction. P11308. fluorescence polarization, His-ERG Ets domain / labelled DNA. AID 624246. Potency, µM (series often up to 76.9 µM), inactives show at the top dose FP activity, negative = inhibition, usual class: inhibitors. 0.028% of 370,000 active; active = well fitted inhibition curve with a large enough effect in the polarisation, with a control signal flat; inconclusive = small, poorly fitted or top-dose-only effect, or effect the other way, or a change in a side signal; inactive = no such curve, though single readings can be large or run the other way; the % refers to the polarisation;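 note: polarization taken with two DNA probes labelled with fluorescein and Texas red; % of control where 0% means no effect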
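His-tagged ERG Ets domain (1 uM in the protein solution; 300mM KCl, 50mM Tris-HCl, 1mM EDTA, 1mM DTT, pH 7.5) received compound, then a probe mix of 5 nM fluorescein-DNA and 100nM Texas-615-DNA. Fluorescence polarization was read for both dyes.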
GLS inhibitor: blocks human kidney-isoform glutaminase activity; GLS enzymatic activity, qHTS titration; AID 624170; O94925; 0.21% of 410,000 active; Potency, µM (series often up to 45.5 µM), without a hit: at the top dose activity change, negative = inhibition, usual class: inhibitors; note: % is set by controls: 0 for no effect and ±100 for the full control effect
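hKGA in 45 mM KH2PO4 pH 8.2, 0.02% Tween-20 with pin-transferred compounds; 1 mM L-glutamine (stock) plus glutamate oxidase/HRP/Amplex Red coupling added. Fluorescence read initially and after 30 min at RT.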
ALOX12 inh: inhibitors of human 12S-lipoxygenase ALOX12 | P18054 | purified 12hLO, xylenol orange hydroperoxide absorbance | Potency, µM (series often up to 108 µM), for inactives: at the top dose activity change, negative = inhibition, most hits filed as inhibitors | 1.1% of 580,000 active; note: % is set by controls: 0 for no effect and ±100 for the full control effect
Target sequence (P18054 whole entry, looked up): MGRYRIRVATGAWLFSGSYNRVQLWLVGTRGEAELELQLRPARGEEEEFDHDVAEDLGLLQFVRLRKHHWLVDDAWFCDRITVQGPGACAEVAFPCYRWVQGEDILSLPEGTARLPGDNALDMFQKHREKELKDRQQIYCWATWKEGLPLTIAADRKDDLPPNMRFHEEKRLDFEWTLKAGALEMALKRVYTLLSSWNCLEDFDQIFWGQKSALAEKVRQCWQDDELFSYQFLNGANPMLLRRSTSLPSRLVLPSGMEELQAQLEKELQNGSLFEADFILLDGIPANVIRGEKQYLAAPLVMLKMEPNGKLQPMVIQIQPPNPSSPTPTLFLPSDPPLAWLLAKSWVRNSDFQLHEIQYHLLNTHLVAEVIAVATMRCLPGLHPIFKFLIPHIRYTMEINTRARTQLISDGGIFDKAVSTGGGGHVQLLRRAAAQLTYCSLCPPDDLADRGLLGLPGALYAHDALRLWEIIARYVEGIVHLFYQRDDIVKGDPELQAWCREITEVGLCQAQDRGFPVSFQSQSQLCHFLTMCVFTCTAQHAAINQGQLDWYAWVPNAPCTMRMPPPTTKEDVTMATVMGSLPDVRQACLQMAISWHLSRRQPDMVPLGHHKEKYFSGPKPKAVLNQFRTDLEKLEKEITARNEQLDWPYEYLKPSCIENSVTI
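Purified human 12hLO (150 nM final) in 25 mM Hepes, 0.01% Triton X-100, pH 7.0 was preincubated 15 min at room temperature with compound. Then 40 uM arachidonic acid was added, 30 min. Hydroperoxide was read by Fe-XO absorbance ratio 573/405 nm.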
HP1b binding inh: inhibitors of HP1-beta chromodomain binding to methylated histone tails. Potency, µM (titrated, usually from 114 µM), for inactives: at the top dose activity change, negative = inhibition, usual class: inhibitors. 0.56% of 390,000 active. AlphaScreen HP1-beta / biotin-H3K9me3 peptide binding; note: nearly all actives have a fitted effect of over 70% in size; inactives centre near 23
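HP1-beta protein (50 nM final) preincubated 30 min at room temperature with biotinylated H3(1-18)K9me3 peptide (50 nM) in PBS pH 7.4, 0.01% Tween-20, then compound added for 30 min. AlphaScreen streptavidin donor/nickel chelate acceptor beads (10 ug/mL final), 30 min dark, luminescence read.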
TrxR1 inh: inhibitors of rat thioredoxin reductase 1; O89049; recombinant rTrxR1, NADPH fluorescence consumption, selenite substrate; Potency, µM (top dose mostly 114 µM), for inactives: at the top dose activity change, negative = inhibition, actives largely listed as inhibitors; 1% of 390,000 active; note: % is set by controls: 0 for no effect and ±100 for the full control effect; nearly all actives have a fitted effect of over 65% in size
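Rat TrxR1 (90 nM in the dispensed reagent) was pre-reduced with 400 uM NADPH for 5 min at room temperature, then incubated with compound for 15 min. After 400 uM selenite was added, NADPH fluorescence (Ex 340/Em 450 nm) was followed for 8 min.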
RGS4 inhibitor: blocks human RGS4-accelerated GTP hydrolysis | P49798 | Transcreener GDP fluorescence polarization, RGS4-accelerated GTP hydrolysis | Potency, µM (doses to about 114 µM), for inactives: at the top dose activity change, negative = inhibition, hits mostly inhibitors | 0.039% of 390,000 active; note: % is set by controls: 0 for no effect and ±100 for the full control effect; nearly all actives have a fitted effect of over 75% in size; some results filed as inactive show a strong effect at the top dose
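MLSMR compounds (23 nl, pin-transferred) preincubated 10 min at room temperature with a 500nM (2x) first reagent, then RGS4 at 900nM (2x) plus Transcreener GDP mix added; fluorescence polarization (620/688 nm) read before and after 90 min at 30 °C.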
PGK inhibitor: blocks T. brucei phosphoglycerate kinase; P07378; PGK/GAPDH coupled, Kinase-Glo luminescence, 60 min; Potency, µM (top dose mostly 57.5 µM), for the others: at the top dose activity change, negative = inhibition, actives largely listed as inhibitors; 0.043% of 380,000 active; note: % is set by controls: 0 for no effect and ±100 for the full control effect; nearly all actives have a fitted effect of over 60% in size
Target sequence (P07378 whole entry, looked up): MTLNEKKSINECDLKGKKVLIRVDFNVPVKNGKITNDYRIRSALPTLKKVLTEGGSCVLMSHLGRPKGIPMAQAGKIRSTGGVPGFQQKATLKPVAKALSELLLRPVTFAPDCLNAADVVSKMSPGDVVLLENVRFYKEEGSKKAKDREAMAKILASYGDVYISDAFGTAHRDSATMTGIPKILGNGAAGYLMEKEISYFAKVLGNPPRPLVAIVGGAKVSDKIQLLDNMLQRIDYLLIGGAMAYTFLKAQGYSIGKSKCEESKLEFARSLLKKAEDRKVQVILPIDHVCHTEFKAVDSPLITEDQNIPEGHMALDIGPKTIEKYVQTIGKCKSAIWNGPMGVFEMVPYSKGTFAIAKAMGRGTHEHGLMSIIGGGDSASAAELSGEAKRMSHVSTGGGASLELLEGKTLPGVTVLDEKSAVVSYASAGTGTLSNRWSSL
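Recombinant glycosomal PGK reaction used 1,3-bisphosphoglycerate generated in-well by GAPDH (100nM final) in 100mM TEA pH 7.6, 5mM MgCl2, 0.01% Tween-20. After 60 minutes at room temperature, ATP was read by Kinase-Glo Plus luminescence end-point.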
Active calls of the source: *; i = inactive; u = inconclusive; x = not tested or not shown; & = joins results of further samples; [ ] = remark or other dose. Unless noted, calls come from the whole dose curve; as a rule, active = well fitted curve in the direction sought with a large enough effect; inconclusive = small, poorly fitted or top-dose-only effect, or another doubt; inactive = no such curve, though single readings can be large; an effect the other way counts as inactive or inconclusive. Potency is the fitted concentration of half-maximal effect. The list is partial (hit frequency here may not be typical).

JMJD2A Tudor inh,Pin1 inh,ERG Ets-DNA blk,GLS inhibitor,ALOX12 inh,HP1b binding inh,TrxR1 inh,RGS4 inhibitor,PGK inhibitor,Compound
u,0%,-2%,2%,-21%,6%,3%,19%,5%,CCOC(=O)Nc1ccc2c(c1)N(CCCN(C)C)c1ccccc1CC2
-23%,16%,10%,-8%,-22%,28%,12%[57.1 µM],-5%,i,Cc1csc(N2CCCC2c2nc3cc(C(F)(F)F)ccc3n2CCOCCO)n1 (centres undefined)
-12%,-5%,-1%,-1%,-17%,9%,0%,-6%,-1%,COc1ccc(C(C(=O)NCc2ccc(F)cc2)N(C(=O)c2csnn2)C2CC2)cc1 (centres undefined)
3%,-8%,1%,-2%,0%,18%,4%,-11%,0%,CCN(CC)CC(C(=O)N(CC)CC)P(=O)(c1ccccc1)c1ccccc1 (centres undefined)
-11%,-1%,-5%,23%,0%,21%,8%,-12%,-8%,CC(C)Cn1c(O)c2ccc(C(=O)N=NC(=O)c3cccnc3)cc2c1O
-25%,18%,0%,-5%,-1%,25%,14%[57.1 µM],-10%,-3%,COc1ccc(-c2nc(SCC(=O)Nc3nccs3)c(-c3ccc(Cl)cc3)[nH]2)cc1
-12%,2%,-2%,17%,-10%,41%[activator],28%,-5%,3%,O=C(NNC(=O)c1c(O)c2ccccc2[nH]c1=O)c1ccccc1
-13%,16%,2%,2%,-1%,7%,15%[57.1 µM],-16%,-3%,O=C(/C=C/c1cccs1)N1CCC2(CC1)Oc1ccc(Cl)cc1C(=O)C21CC(c2ccccc2)=NO1 (centres undefined)
-17%,-1%,-5%,-3%,24%,49%[activator],10%,-21%,-8%,CCn1c(=N)n(CC(=O)c2ccc(OC)c(OC)c2)c2ccccc21
-7%,-3%,8%,-1%,-12%,33%,45%[activator],-19%,-5%,O=C(Cn1c(-c2cccs2)cc2ccccc21)N1CCN(c2ccc(Cl)cc2)CC1
0%,-18%,11%,4%,u,47%[activator],16%,2%,0%,COC(=O)c1sc(S(=O)(=O)NC(Cc2ccccc2)C(=O)O)c(C(=O)OC)c1C (centres undefined)
-22%,-4%,-1%,7%,-2%,0%,9%[57.1 µM],8%,6%,COCC(C)NC(=O)c1ccc2nc(-c3ccccc3)c(-c3ccccc3)nc2c1 (centres undefined)
-3%,u,1%,-1%,-5%,27%,9%,-22%,i,O=C(Cc1ccccc1)CC1(O)C(=O)Nc2ccccc21 (centres undefined)
3.2µM*,-7%,-10%,-2%,u,u,25%[57.1 µM],6%,-3%,CCNC(=S)N1CCN(CC)CC1
3.5µM*,14%,12%,u,u,-39%,-7%,7%,-9%,Cc1cc(O)c(N=Cc2cc3c(cc2[N+](=O)[O-])OCO3)cc1C

Just PGK inhibitor, for three of the compounds above:
| SMILES | PGK inhibitor |
| --- | --- |
| COCC(C)NC(=O)c1ccc2nc(-c3ccccc3)c(-c3ccccc3)nc2c1 (centres undefined) | 6% |
| O=C(Cc1ccccc1)CC1(O)C(=O)Nc2ccccc21 (centres undefined) | i |
| CCNC(=S)N1CCN(CC)CC1 | -3% |

Remaining list, next part
JMJD2A Tudor inh,Pin1 inh,ERG Ets-DNA blk,GLS inhibitor,ALOX12 inh,HP1b binding inh,TrxR1 inh,RGS4 inhibitor,PGK inhibitor,Compound
-17%,3%,-4%,0%,82%[activator],21%,27%,18%,-2%,CSCCC(NC(=O)c1ccccc1Cl)C(=O)NCCc1ccccn1 (centres undefined)
25µM*,x,-4%,16%,u,-2%,-30%,-9%,-1%,CO[C@@]1(NC(=O)C2SC(=C(C(N)=O)C(=O)O)S2)C(=O)N2C(C(=O)O)=C(CSc3nnnn3C)CS[C@@H]21 (some centres undefined)
-10%,6%,10%,4%,6%[57.4 µM],28%,8%,1%,-1%,CCN1CCN(CC(=O)Nc2ccc3c(c2)OCCO3)C(=O)C1=O
u,7%,-5%,-1%,0%,33%,6%[57.1 µM],4%,7%,Cc1cc(C)n2nc(C(=O)NNC(=O)c3ccccc3)nc2n1
65%[activator],-4%,-5%,-1%,9%,95%[activator],13%,6%,0%,O=C(COC(=O)CCC1CCCC1)Nc1ccc(F)cc1Cl
-32%,0%,u,-11%,2%,26%,8%[57.1 µM],26%,-7%,O=C(CSc1nc2ccsc2c(=O)n1Cc1ccccc1F)NCc1ccccc1
-14%,8%,-3%,-6%,1%,22%,13%[57.1 µM],-8%,i,Cc1ccsc1CN(C)CC(=O)Nc1ccccc1C(=O)NC1CC1
35%,10%,2%,-7%,-8%,80%[activator],22%,-6%,-4%,COc1cccc(-c2sc3ccc(OC)cc3c2-c2cc(F)cc(OC)c2)c1
-17%,3%,1%,-4%,-9%,27%,13%,-15%,7%,Cc1ccc(NC(=O)CN2C(=O)C3(SCC(=O)N3c3ccc(F)c(F)c3)c3ccccc32)c(C)c1 (centres undefined)
-16%,-2%,1%,-7%,0%,34%,9%,11%,0%,CC(=O)NC(Cc1ccc(F)cc1)C(=O)O (centres undefined)
1%,0%,5%,-1%,38%[activator],24%,-7%,-38%,i,O=C(NCC(=O)N(c1cnc2ccccc2c1)C(C(=O)NC1CCCC1)c1ccncc1)c1ccco1 (centres undefined)
-13%,-1%,9%,-4%,-9%,19%,-13%,-1%,-3%,Cc1cccc(C)c1NC(=O)CN(C)C(=O)c1ccccc1C(=O)N(C)Cc1ccccc1
-23%,u,18%,7%,0%,21%,u,-49%,i,COc1ccc(CN2[C@@H](CC(C)=O)c3ccc(/C=C/C(C)=O)cc3S2(=O)=O)cc1
-32%,29%,7%,-8%,-5%,-15%,10%[57.1 µM],-24%,i,O=[N+]([O-])c1cc(/C=N/O)ccc1N1CCCC1
1%,15%,10%,-4%,u,31%,-20%,-25%,i,NS(=O)(=O)c1ccc(CCNC(=O)Cc2ccc(S(=O)(=O)N3CCOCC3)s2)cc1
-14%,3%,5%,4%,-2%,36%,21%,5%,3%,COc1ccc(-n2c(SCC(=O)Nc3ccccc3C)nc(O)c(Cc3ccccc3)c2=O)cc1
-17%,u,3%,1%,-8%,37%[activator],13%,u,-4%,COc1ccc2cc3c(N)nn(C(=O)c4ccc(F)cc4)c3nc2c1
-3%,6%,x,-19%,-17%,41%[activator],-20%,-11%,3%,CC(C)=Nc1ccccc1C1COC(=O)C1=N (centres undefined)
-7%,-6%,1%,2%,19%,30%,22%[57.1 µM],21%,-5%,O=C(NNC(=O)c1ccc(Cl)c([N+](=O)[O-])c1)c1ccncc1
-36%,-3%,-2%,19%,-6%,-24%,6%,-13%,-10%,Oc1ccc(C[C@@H]2CNCCN2CCC23CC4CC(CC(C4)C2)C3)cc1
-12%,8%,0%,55%[activator],u,20%,-16%[57.1 µM],-7%,1%,COc1ccc(F)c(C2C(C#N)=C(N)Oc3n[nH]c(C(C)(C)C)c32)c1 (centres undefined)
-7%,-2%,4%,-3%,5%,32%,6%,-2%,4%,O=C(CN1C(=O)COc2ccc(Cl)cc21)NC1CC1
-13%,-2%,1%,1%,5%,45%[activator],10%,-9%,4%,CCC12CN3CC(C)(CN(C1)C3c1c[nH]c3ccccc13)C2=O (centres undefined)
-10%,3%,-7%,0%,16%,22%,8%,-8%,-4%,O=C(NC(=S)N1CCOCC1)c1cc2ccccc2o1
u,2%,-1%,0%,-17%,-3%,4%,-9%,-7%,COc1ccc(-c2ccc3c(c2)S(=O)(=O)c2cccc(C(=O)N4CCN(c5ccc(Cl)cn5)CC4)c2C3=O)cc1OC
-24%[11.4 µM],2%,12%,u,u,u,-32%,-43%[11.4 µM],-3%,CCOC(=O)c1c(CC(C)C)csc1NC(=O)CCl
-22%,44%[activator],0%,3%,-1%,17%[57 µM],22%[57.1 µM],u,-7%,COc1ccccc1Cn1c(CNS(=O)(=O)c2ccc(C(C)C)cc2)nc2cccnc21
-8%,-6%,1%,13%,-15%&-8%,25%,-9%,-5%,-3%,O=C(O)CCC(=O)N1CCN(c2cccc(Cl)c2)CC1
-18%,-1%,-4%,-4%,2%,52%[activator],15%[57.1 µM],-50%,-7%,CCOC(=O)c1cc(CC)sc1NC(=O)COC(=O)c1ccccn1
-1%,2%,6%,-8%,-1%,62%[activator],-11%[57.1 µM],-2%,-11%,CCc1cc2c(-c3ccccc3)cc(=O)oc2cc1OCC(C)=O
-29%,-1%,0%,-3%,-4%,19%,2%,5%,3%,Cc1ccc(P(=O)(CC(=O)O)c2ccc(C)cc2)cc1
-8%,4%,1%,-1%,19%,18%,0%,-6%,-3%,O=C(C1CCCN(S(=O)(=O)c2ccc(F)cc2)C1)N1CCCC1 (centres undefined)
-12%,-8%,-17%,7%,313%[activator],37%[activator],28%,10%,-7%,O=C(NCc1ccncc1)c1ccc(NS(=O)(=O)c2ccc(F)cc2)cc1
3%,-1%,-2%,-7%,-1%,46%[activator],-3%,-10%,-1%,CC(C)C(=O)NCc1cc(-c2ccc(Cl)cc2)no1
-30%,0%,5%,14%,-2%,-1%,21%[57.1 µM],6%,-5%,Cc1ccc(CN2CCN(Cc3c[nH]c4ccccc34)CC2CCO)o1 (centres undefined)
